RmlCD inh mix = RmlC/RmlD inhibition, mixture screen; AID 1532; hit rate 0.39% among 110,000; RmlC/RmlD coupled enzyme inhibition, 384-well mixture HTS; inhibition, % at 5.5 µM; in the data active = inhibition above about 30%, passing the limit was not always enough; also: strong numbers were not always called active
RT RNaseH block = inhibitors of HIV-1 reverse transcriptase RNase H. P04585. RT-RNase H RNA/DNA duplex cleavage, fluorescence. inhibition, % at 10 µM. hit rate 1.9% among 65,000; in the data active = inhibition above about 50%
Starred values were filed as active, the others as inactive; x = no result given. These rows are one share of the data, so the mix of outcomes need not match the whole.

The line under a structure holds: RmlCD inh mix | RT RNaseH block
> Cc1cc(S(=O)(=O)N(Cc2ccc(F)cc2)CC2CCCO2)ccc1-n1cnnn1 (centres undefined)
 : 8 | -9
> O=C(OCC(=O)N1CCCC1)c1ccco1
 : 6 | -9
> CS(=O)(=O)N1CCCC(C(=O)NCCCN2CCOCC2)C1 (centres undefined)
 : -7 | -9
> Cc1nc(=O)c(-c2ccccc2)c(C)n1CC1CCCO1 (centres undefined)
 : 6 | -9
> O=C(N1CCN=C1SCc1cccnc1)C12CC3CC(CC(C3)C1)C2
 : -4 | -19
> Cc1cccc(C)c1NC(=O)CSCC(=O)c1ccc(O)c(O)c1
 : 5 | 87*
> O=[N+]([O-])c1ccc(C2CNC(c3ccccc3)O2)cc1 (centres undefined)
 : 5 | x
> COc1ccc(Cc2nc(-c3ccc(-n4cccc4)cc3)no2)cc1
 : -4 | -13
> N#CC(c1ccccn1)(c1ncc(C(F)(F)F)cc1Cl)N1CCOCC1 (centres undefined)
 : 5 | x
> CCOC(=O)CC(=O)CSc1nc2ccccc2c(=O)n1-c1ccc(C(=O)NCCOC)cc1
 : -7 | x
> COC(=O)CNC(=O)COC(=O)C(Cc1ccccc1)NC(=O)c1ccco1 (centres undefined)
 : 7 | -16
> CC(=O)N1CCC2(CC1)C(C#N)=C(N)Oc1c2sc2nc(C)cc(C)c12
 : -27 | -17
> CCn1cc(C(=O)NCc2ccccn2)c(=O)c2cc(S(=O)(=O)N3CCCCC3)ccc21
 : x | -9
> O=C(c1ccco1)N1CCN(S(=O)(=O)N2CCOCC2)CC1
 : 8 | -13
> O=C1Nc2ccccc2C(O)(C(=O)NCc2ccc3c(c2)OCO3)N1c1ccccc1 (centres undefined)
 : -10 | -11

Next part.
The line under a structure holds: RmlCD inh mix | RT RNaseH block
> O=C(/C=C/c1ccccc1)N1CCN(CC(O)COc2ccccc2)CC1 (centres undefined)
 : -3 | x
> COc1cccc(/C=c2/s/c(=C(\C#N)C(=O)N3CCOCC3)n(-c3ccccc3)c2=O)c1
 : 13 | x
> CCN1CCN(C(c2cc3cc4c(cc3[nH]c2=O)OCO4)c2nnnn2C(C)(C)CC)CC1 (centres undefined)
 : 23 | -18
> CC1(C)CC(=O)C(C=NCCCN2CCOCC2)=C(O)C1
 : 1 | -1
> c1ccc(-n2ncc3c2ncn2c(C4CCCCC4)nnc32)cc1
 : 6 | -2
> CCOC(=O)/C(C#N)=C\C1=C(N2CCCC2)CC(C)(CC)OC1 (centres undefined)
 : -7 | x
> Cc1cnc(NC(=O)COc2ccccc2)s1
 : 0 | 4
> COc1cc(C(=O)NC2=NCCS2)cc(OC)c1OC
 : 10 | x
> Cn1c(NC(=O)c2cccs2)cc(=O)n(C)c1=O
 : -7 | -1
> O=C(Nc1ccccc1)OCCNC(=O)c1ccccc1
 : 22 | -14
> Cc1ccc2nc(C(C)O)[nH]c2c1 (centres undefined)
 : 11 | x
> Cc1ccc(C(=O)NCCc2nnc(SCC(=O)Nc3nc(-c4ccccc4)cs3)n2C)cc1
 : -10 | x
> Cc1cccc(NC(=O)CN(C)S(=O)(=O)c2cccs2)c1
 : -11 | x
> CCCC(=O)N1CC(=O)Nc2ccc(C)cc2C1c1ccc(F)cc1 (centres undefined)
 : x | -1
> COc1cccc(OCC(O)CN2CCN(CCO)CC2)c1 (centres undefined)
 : 7 | -6

Full records as entered above.
Results for O=C(Nc1ccccc1)OCCNC(=O)c1ccccc1 : RmlCD inh mix = 22; RT RNaseH block = -14
Results for COc1cc(C(=O)NC2=NCCS2)cc(OC)c1OC : RmlCD inh mix = 10; RT RNaseH block = x
Results for Cc1cnc(NC(=O)COc2ccccc2)s1 : RmlCD inh mix = 0; RT RNaseH block = 4

Next section.
The line under a structure holds: RmlCD inh mix | RT RNaseH block
> CO/C([O-])=N/c1c[n+](-c2ccc(C)cc2)no1
 : -1 | 3
> CCOC(=O)c1c(NC(=O)Cc2cccs2)sc(C)c1C
 : -3 | -52
> CCN1CCN(Cc2ccc(NC(=O)c3ccc(C)c(NC(=O)C[C@@H]4NC(=O)[C@H](Cc5ccccc5)NC4=O)c3)cc2C(F)(F)F)CC1
 : 12 | x
> COC(=O)C1=C(C)NC(=O)NC1c1cc(Cl)ccc1OC (centres undefined)
 : -6 | -11
> COC(=O)C1=C(C)NC(C)=C(C(=O)OC)C1c1ccc(N(C)C)cc1
 : 6 | 6
> O=c1c2[nH]c3ccccc3c2ncn1CCC1=CCCCC1
 : 3 | 18
> COc1ccc(CCNc2nc3ccccc3n3nnnc23)cc1OC
 : 8 | x
> CCc1cc2cc3c(cc2nc1SCC(=O)Nc1nnc(C)s1)OCCO3
 : -6 | x
> COC(=O)CSc1nnc(CSc2nc(C)cc(C)n2)n1Cc1ccco1
 : 4 | -8
> CCC(c1nnnn1Cc1ccco1)N(CCc1ccccc1)Cc1cc2ccc(OC)cc2[nH]c1=O (centres undefined)
 : 6 | -3
> Cn1c(N)c(N2CCCCC2)c(=O)n(CC(=O)Nc2ccc(Cl)c(Cl)c2)c1=O
 : -11 | x
> Cc1cc(-c2ccccc2)nc2cc(C(=O)N(Cc3ccccc3)Cc3ccccc3)nn12
 : -57 | x
> COc1ccc(C(=O)Nc2cccc(C(C)=O)c2)c(OC)c1OC
 : -5 | x
> Cc1c(C(=O)O)sc2nc3n(c(=O)c12)CCCCC3
 : 11 | x
> Nc1nnc(SCC(=O)NCCOc2ccccc2)s1
 : -8 | x

(more compounds)
The line under a structure holds: RmlCD inh mix | RT RNaseH block
> CCCNC(=O)Cn1cnc2sc(C(=O)N3CCCC(C(=O)OCC)C3)c(C)c2c1=O (centres undefined)
 : -9 | 2
> Brc1ccc(-c2nn3c(Cc4ccccc4)nnc3s2)o1
 : -6 | -30
> O=C(CC12CC3CC(C1)CC(CC(=O)NC1=NCCS1)(C3)C2)NC1=NCCS1
 : -5 | 28
> Cc1cccc(NC(=S)NN2CCOCC2)c1C
 : 57 | x
> Cc1ccc(C2C3CN(C(C)C)CC=C3C(C#N)=C(N)C2(C#N)C#N)cc1 (centres undefined)
 : x | 4
> COc1ccc2c(c1)OC(O)(C(F)F)CC2=O (centres undefined)
 : -9 | -9
> Cc1ccc(-n2nnc3c(=O)n(CC(=O)NCc4ccco4)cnc32)cc1
 : -4 | 5
> C=CC(C)(C)c1[nH]cnc1/C=C1\NC(=O)C(C(C)C)NC1=O (centres undefined)
 : 11 | x
> COc1cc(C2SCC(=O)Nc3c2c(=O)[nH]n3C2CCCCCC2)cc(OC)c1OC (centres undefined)
 : 9 | 12
> Cc1ccc(S(=O)(=O)N2CCN(Cc3nc4ccccc4[nH]3)CC2)cc1C
 : -5 | x
> CSc1sc(C)cc1C1C(C#N)=C(N)N(c2cccnc2)C2=C1C(=O)CCC2 (centres undefined)
 : -6 | -1
> COCC(C)NC(=O)c1ccc(Cl)c(Cl)c1 (centres undefined)
 : 9 | -4
> COC(=O)Nc1ccc2c(c1)N(C(=O)CCN1CCN3CCCC3C1)c1ccccc1S2 (centres undefined)
 : 12 | -1
> Cc1ccc(S(=O)(=O)NCCNC(=O)CN2CCCC2)cc1
 : -8 | -12
> Cc1cc(C)cc(NC(=O)c2cccn2-c2ncc(C(F)(F)F)cc2Cl)c1
 : 5 | x

Going on with the list:
The line under a structure holds: RmlCD inh mix | RT RNaseH block
> CCCN1C2CCCC1CC(NC(=S)Nc1cc(C)ccc1C)C2 (centres undefined)
 : 5 | x
> O=S(=O)(NCc1cccnc1)c1ccc(Cl)s1
 : -5 | x
> COc1ccc2cc3cc(C(=O)Nc4cc(OC)c(OC)c(OC)c4)oc3nc2c1
 : 13 | x
> COC(=O)c1onc(-c2c(C)cc(C)cc2C)c1C(=O)OC
 : 5 | x
> Cc1ccc(C2C3=C(CCCC3=O)Nc3nc(SCC(=O)NCc4ccco4)[nH]c(=O)c32)cc1 (centres undefined)
 : 20 | -1
> O=C(Nc1ccccc1C(=O)N1CCOCC1)C1CCC(=O)N1C1CCCC1 (centres undefined)
 : -10 | 1
> O=C(Nc1ccccc1C(F)(F)F)N1CCN(c2ccc3nnc(-c4ccc(F)cc4)n3n2)CC1
 : -8 | -34
> CCOC(=O)N1CCC(NC(=O)c2cc(C(=O)Nc3ccc(OC)c(OC)c3)ccc2CO)CC1
 : -118 | -6
> CC(OC(=O)c1ccc2ccccc2n1)C(=O)Nc1ccc(N2CCOCC2)cc1 (centres undefined)
 : 5 | 1
> COc1cccc(-n2c(C)n[nH]c2=O)c1
 : 8 | x
> O=C(NCCc1ccc(Cl)cc1)C1CCN(S(=O)(=O)N2CCCC2)CC1
 : 10 | -7
> Oc1cccc(-c2nc3ccc4ccccc4c3c3c2CCC3)c1
 : 4 | x
> OC(COCC1COc2ccccc2O1)CN1CCN(c2ccccn2)CC1 (centres undefined)
 : -14 | -23
> CCOC(=O)C1=C(N)n2c(s/c(=C\c3cccnc3)c2=O)=C(C(=O)OC)C1c1cccnc1 (centres undefined)
 : -1 | 4
> Cc1cc(=O)oc2c1c(C)nn2-c1ccc(C(=O)OC(C)C)cc1
 : x | 3

Overlap with the part before: 7 compounds, then new ones.
The line under a structure holds: RmlCD inh mix | RT RNaseH block
> CC(OC(=O)c1ccc2ccccc2n1)C(=O)Nc1ccc(N2CCOCC2)cc1 (centres undefined)
 : 5 | 1
> COc1cccc(-n2c(C)n[nH]c2=O)c1
 : 8 | x
> O=C(NCCc1ccc(Cl)cc1)C1CCN(S(=O)(=O)N2CCCC2)CC1
 : 10 | -7
> Oc1cccc(-c2nc3ccc4ccccc4c3c3c2CCC3)c1
 : 4 | x
> OC(COCC1COc2ccccc2O1)CN1CCN(c2ccccn2)CC1 (centres undefined)
 : -14 | -23
> CCOC(=O)C1=C(N)n2c(s/c(=C\c3cccnc3)c2=O)=C(C(=O)OC)C1c1cccnc1 (centres undefined)
 : -1 | 4
> Cc1cc(=O)oc2c1c(C)nn2-c1ccc(C(=O)OC(C)C)cc1
 : x | 3
> O=C(Cn1ncc2c3ccccc3n(Cc3ccccc3)c2c1=O)N1CCC2(CC1)OCCO2
 : 1 | -13
> O=C(NCC1CCCO1)c1ccc2c(c1)S(=O)(=O)c1ccccc1C2=O (centres undefined)
 : 7 | x
> CN1CCN(C(=O)CN(c2cc(C(F)(F)F)ccc2Cl)S(C)(=O)=O)CC1
 : 0 | x
> Cc1nn(Cc2c(Cl)cccc2Cl)c(C)c1NC(=O)/C=C/c1cnn(C)c1C
 : 18 | x
> CC(C)CCn1c(Cl)nc2c1c(=O)n(C)c(=O)n2C
 : 3 | 2
> CN(C)c1ccc(CN(C(=O)COc2ccccc2)C2CCS(=O)(=O)C2)cc1 (centres undefined)
 : -10 | 14
> CCOC(=O)c1c(NC(=O)c2cccs2)sc2c1CCCC2
 : -8 | 2
> CC(=O)CSc1nnc(-c2ccc3c(c2)OCO3)o1
 : -12 | x
> CN(C)c1ccnc(-n2cccc2/C=N/OCc2ccccc2)c1C#N
 : 14 | x
> O=C(Nc1ccc2nc(-c3ccccc3)[nH]c2c1)c1ccco1
 : -10 | x
> O=C(NNc1nc2ccccc2nc1C(F)(F)F)c1ccccc1
 : 6 | x
> CCOc1oc(-c2ccc(OC)cc2)nc1C(F)(F)F
 : 11 | x
> CCCCSc1nc2c(cnn2-c2ccc(F)cc2)c(=O)[nH]1
 : -2 | -4
> Cc1ccc(C(=O)OC2CCOC2=O)cc1NC(=O)c1ccco1 (centres undefined)
 : -10 | 4
> C/C=C\C=C/C(=O)Nc1cccc(C2=NOC3(C2)C[C@@H](C(N)=O)N(C(=O)/C=C/CC)C3)c1 (some centres undefined)
 : -7 | x

The list goes on:
The line under a structure holds: RmlCD inh mix | RT RNaseH block
> COc1ccc(CNc2nc3ccccc3n2Cc2ccccc2)cc1OC
 : -6 | x
> Cc1cc(Nc2ccccc2)n(-c2nc3ccccc3[nH]2)n1
 : -7 | -13
> CCOC(=O)/C=C1\SCC(=O)N1CC(=O)Nc1ccc2c(c1)CCC2
 : -12 | 0
> CCN(CC)CCNC(=O)C1CCC(=O)N1CCc1ccccc1 (centres undefined)
 : -11 | -15
> COc1cc(CN2CCN(c3ccc(C)cc3)CC2)cc([N+](=O)[O-])c1O
 : -7 | x
> CC1CCN(C(=O)c2ccccc2NC(=O)c2cccc(S(=O)(=O)N3CCOCC3)c2)CC1
 : -12 | -21
> CCN1C(=O)C2(C(C#N)=C(N)Oc3c2c(C)nn3-c2ccccc2)c2ccccc21 (centres undefined)
 : -24 | 4
> CCn1ccc(C(=O)NC2C(=O)N3C(C(=O)O)=C(C)CSC23)n1 (centres undefined)
 : -8 | x
> CSc1nc2c(c(=O)[nH]1)CCCC2
 : 8 | x
> COC(=O)C(NC(C)=O)(Nc1nc(C)cs1)C(F)(F)F (centres undefined)
 : -16 | x
> CCOc1cc(C(C#N)N2CCCCC2)ccc1OC (centres undefined)
 : -5 | x
> Cc1c(C(=O)OC(C)C)[nH]c2c1C(=O)CC(C)(C)C2
 : 5 | -12
> O=C(NCCN1CCN(Cc2ccc([N+](=O)[O-])cc2)CC1)C(=O)Nc1ccccc1
 : 5 | x
> COc1ccc(OCC(=O)N2CCN(C(=O)c3cccs3)CC2)cc1
 : x | -14
> N#Cc1ccc(Cn2c(=O)c(C#N)c3n(c2=O)CCC3)cc1
 : 11 | -16

Additional records:
The line under a structure holds: RmlCD inh mix | RT RNaseH block
> O=C(O)CCC(=O)N1CCc2cc(S(=O)(=O)N3CCCCC3)ccc21
 : -6 | 4
> CCOC(=O)N1CCN(c2nc(SC)nc3sc4c(c23)CC(C)(C)OC4)CC1
 : 3 | -2
> Nc1ccc2ncccc2c1
 : 7 | -5
> COC(=O)c1ccc(Cn2cnc3c(cnn3-c3ccc(F)cc3)c2=O)o1
 : 7 | -67
> O=C(CSc1nnnn1-c1cccnc1)Nc1ccc(OCc2ccccc2)cc1
 : -11 | x
> O=C(NNC(=O)c1cnccn1)c1cccc([N+](=O)[O-])c1
 : -14 | x
> CCc1ccc(NC(=O)CS(=O)CC(=O)Nc2ccc(F)cc2F)cc1 (centres undefined)
 : 5 | -6
> CCC(C)c1ccc(NC(=O)C2CC2)cc1 (centres undefined)
 : -10 | -2
> O=C(c1cc(-c2ccc(Cl)cc2)n(-c2ccc(Cl)cc2)n1)N1CCOCC1
 : 3 | x

Screening results as filed in PubChem BioAssay.
